ASM inhibitor = blocks human secretory acid sphingomyelinase. P17405. placental ASM, HMU-PC fluorogenic substrate, 60 min. Potency, µM (titrated, usually from 57.5 µM), for inactives: at the top dose activity change, negative = inhibition, usual class: inhibitors. 340,000 tested, 0.006% active; further: potency means the concentration at half of the fitted maximal effect
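HMU-PC0 cleavage (9 uM final) by human placental ASM, 60 min at 37 °C following 10 min compound exposure at RT; stopped at pH 10, fluorescence Ex 386/Em 447 nm.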
a7 integrin act = activates integrin-mediated alleviation for muscular dystrophy. alpha7betagal myoblasts, beta-gal FDG fluorescence, 48 h. Potency, µM (titrated, usually from 38.3 µM), for the others: top-dose activation, usual class: activators. 350,000 tested, 0.064% active;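 further: potency means the concentration at half of the fitted maximal effect; 100% = response of the positive control SU9516; nearly all actives have a fitted effect of over 60% in size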
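Alpha7betagal+/- myoblasts (passage 13) were plated 16-24 hr, then exposed to compounds (1:260 dilution of DMSO stock) for 48 hours at 37C. After MPER lysis, β-galactosidase reporter activity was read as FDG fluorescence (ex 480/em 540) after 30 minutes.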
PKM2 act = activators of human pyruvate kinase M2 | P14618 | purified PKM2, Kinase-Glo ATP luminescence, activation; response scale: 0% is enzyme alone, no compound | Potency, µM (doses to about 57.5 µM), without a hit: top-dose activation, actives largely listed as activators | 260,000 tested, 0.34% active; further: potency means the concentration at half of the fitted maximal effect; on the % scale 0 is the no-effect control and ±100 the full control effect; nearly all actives have a fitted effect of over 55% in size
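Kinase-Glo luminescence reports ATP generated from ADP (0.1 mM) and PEP (0.5 mM) by purified hPK-M2 after 1 h at room temperature, pH 7.2 imidazole buffer; intermediate enzyme activity allows detecting inhibitors and activators.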
GALK inhibitor = blocks human galactokinase activity | Purified GALK, Kinase-Glo residual ATP luminescence | 270,000 tested, 0.007% active | P51570 | Potency, µM (titrated, usually from 57.5 µM), inactives show at the top dose activity change, negative = inhibition, hits mostly inhibitors; further: potency means the concentration at half of the fitted maximal effect; on the % scale 0 is the no-effect control and ±100 the full control effect
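Quantitative HTS: GALK 5 nM, ATP 35 uM, galactose 100 uM, 1 h room temperature, then luciferase-based ATP detection.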
Tb PFK inh = blocks T. brucei phosphofructokinase. T. brucei PFK, ADP-Glo luminescence. Potency, µM (top dose mostly 57.5 µM), inactives show top-dose activity, negative = inhibition, most hits filed as inhibitors. 330,000 tested, 0.17% active;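 further: potency means the concentration at half of the fitted maximal effect; 0% = uninhibited 1x PFK enzyme wells and -100% = no-enzyme wells; nearly all actives have a fitted effect of over 60% in size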
Target sequence (O15648 whole entry, looked up): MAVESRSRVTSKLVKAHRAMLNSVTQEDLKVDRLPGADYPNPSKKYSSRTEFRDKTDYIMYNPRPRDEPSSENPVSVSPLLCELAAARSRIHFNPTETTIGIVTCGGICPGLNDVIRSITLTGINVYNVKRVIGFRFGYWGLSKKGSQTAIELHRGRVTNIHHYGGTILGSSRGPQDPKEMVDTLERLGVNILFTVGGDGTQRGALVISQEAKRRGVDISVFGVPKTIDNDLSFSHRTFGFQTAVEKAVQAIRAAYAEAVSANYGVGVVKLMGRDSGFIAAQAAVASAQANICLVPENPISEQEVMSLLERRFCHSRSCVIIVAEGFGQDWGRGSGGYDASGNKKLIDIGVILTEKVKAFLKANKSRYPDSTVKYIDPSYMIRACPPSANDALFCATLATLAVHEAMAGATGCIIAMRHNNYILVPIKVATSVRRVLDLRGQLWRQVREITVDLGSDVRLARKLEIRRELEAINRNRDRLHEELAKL
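In TEA buffer at pH 8.0 with 5 mM MgCl2, enzyme (1.25 nM) converted F6P (0.5 mM) and ATP (0.1 mM) for 45 min at room temperature. ADP product was read by luciferase luminescence.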
Giardia kill = kills Giardia lamblia. activity change, % at 7.66 µM, hits read low. AID 540267. 340,000 tested, 0.15% active. Giardia lamblia trophozoite viability; in the data active means activity change below about -80%; inconclusive means between about -30% and that limit;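 further: parasites exposed to compound for two days anaerobically before the ATP read; on the % scale 0 is the no-effect control and ±100 the full control effect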
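Luminescence from cellular ATP indicates surviving trophozoites (100 cells/well) following 48 hrs anaerobic compound treatment at 37 deg C; signal develops 15-30 min at room temperature.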
B2AR arrestin = agonists driving beta-arrestin recruitment to human beta2-adrenergic receptor. P07550. beta-arrestin recruitment to beta2AR, cell-based reporter. Potency, µM (highest dose often 46.1 µM), for the others: at the highest dose activation, hits mostly activators. 330,000 tested, 0.02% active. AID 492947;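 further: potency means the concentration at half of the fitted maximal effect; 0% = DMSO controls and full agonism = EC100 isoproterenol or metaproterenol; nearly all actives have a fitted effect of over 65% in size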
Target sequence (P07550 whole entry, looked up): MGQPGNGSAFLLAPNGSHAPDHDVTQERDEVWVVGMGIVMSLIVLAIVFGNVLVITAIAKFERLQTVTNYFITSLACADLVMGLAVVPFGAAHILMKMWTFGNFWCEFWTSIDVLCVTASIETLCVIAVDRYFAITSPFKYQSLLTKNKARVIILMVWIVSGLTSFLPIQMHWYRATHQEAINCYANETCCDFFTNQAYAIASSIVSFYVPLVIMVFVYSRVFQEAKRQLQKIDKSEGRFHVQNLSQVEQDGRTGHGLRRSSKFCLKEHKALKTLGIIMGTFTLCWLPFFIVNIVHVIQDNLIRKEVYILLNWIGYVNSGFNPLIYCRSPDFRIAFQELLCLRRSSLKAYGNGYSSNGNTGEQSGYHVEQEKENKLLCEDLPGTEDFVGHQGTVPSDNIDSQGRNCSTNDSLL
BCR signal inh = inhibitors of chronic active B-cell receptor signaling. ABC-DLBCL IkBa-CBG/CBR reporter, luminescence ratio, 4 h. Potency, µM (titrated, usually from 46.1 µM), for inactives: top-dose ratio change, negative = lower green/red ratio, hits mostly inhibitors. 340,000 tested, 0.05% active. AID 493014; active means well fitted inhibition curve with a large enough effect in the signal ratio, with a control signal flat, not every such curve was filed as active; inconclusive means small, poorly fitted or top-dose-only effect, or effect the other way, or a change in a side signal; the % refers to the signal ratio;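 further: potency means the concentration at half of the fitted maximal effect; plate controls were basal doxycycline-induced cells for no effect and cells given 10 µM MG132 for full effect; MG132 reads +100%, hits lower the ratio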
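TMD8 human ABC-DLBCL cells with doxycycline-inducible IκBα–green luciferase fusion and unfused red luciferase, in 0.5% FBS medium; compounds up to 46 uM, 4 h at 37C. Green/red luminescence ratio, filter-overlap corrected, fitted to concentration-response curves.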
Menin-MLL TR inh = menin-MLL binding inhibition, Texas Red mutant peptide. Menin + Texas Red MLL mutant peptide, fluorescence polarization. Potency, µM (doses to about 61.6 µM), for inactives: top-dose FP activity change, negative = inhibition, most hits filed as inhibitors. 270,000 tested, 0.23% active. O00255; active means well fitted inhibition curve with a large enough effect in the polarisation, with a control signal flat, not every such curve was filed as active; inconclusive means small, poorly fitted or top-dose-only effect, or effect the other way, or a change in a side signal; inactive means no such curve, though single readings can be large or run the other way; the % refers to the polarisation; further: potency means the concentration at half of the fitted maximal effect; % of control where 0% means no effect; many of its hits are not listed in these tables
TSG101-PTAP inh = blocks PTAP/TSG101 interaction to inhibit HIV-1 budding; Potency, µM (top dose mostly 115 µM), for inactives: at the top dose activity change, negative = inhibition, most hits filed as inhibitors; Fluorescence polarization, FITC-PTAP peptide / Tsg101 binding; 340,000 tested, under 10 active; active means well fitted inhibition curve with a large enough effect in the main read-out, with a control signal flat, not every such curve was filed as active; inconclusive means small, poorly fitted or top-dose-only effect, or effect the other way, or a change in a side signal; inactive means no such curve, though single readings can be large or run the other way; further: potency means the concentration at half of the fitted maximal effect; % of control where 0% means no effect
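Compounds were pin-transferred onto Tsg101 binding domain (10 uM final) in HEPES pH 7.5 buffer, then FITC-PTAP peptide was added at 50 nM final. After 20 min at RT, polarization reported peptide displacement across a qHTS concentration series.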
FBPA coupling cs = counter-screen for Giardia aldolase inhibitors: coupling enzyme system; coupling enzyme system counterscreen, AmpLite Red fluorescence; activity change, negative = inhibition, % at 58.2 µM, hits read low; 290,000 tested, 0.67% active; AID 2472; in the data active means activity change below about -30%; further: on the % scale 0 is the no-effect control and ±100 the full control effect
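First, compound is pin-transferred into glyceraldehyde-3-phosphate coupling-enzyme reagent at 57.5 uM final and held 10 min at RT. Next, substrate, coupling system and AmpLite Red are added. After 20 min RT, fluorescence (525/598 nm) is read.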
* = called active by the depositor; ? = inconclusive; . = not tested or not shown; [ ] = another dose, or the depositor's remark. Unless noted, the call rests on the fitted dose curve; in most records, active means well fitted curve in the direction sought with a large enough effect; inconclusive means small, poorly fitted or top-dose-only effect, or another doubt; inactive means no such curve, though single readings can be large; an effect the other way counts as inactive or inconclusive. A portion of the library. The share of hits here may be higher or lower than overall.

SMILES | ASM inhibitor | a7 integrin act | PKM2 act | GALK inhibitor | Tb PFK inh | Giardia kill | B2AR arrestin | BCR signal inh | Menin-MLL TR inh | TSG101-PTAP inh | FBPA coupling cs
CCOC(=O)c1c(/N=C/C2C(=O)CCCC2=O)sc(C)c1C | 3% | -3% | 6% | 0% | 7% | 9 | -0.3% | ? | 4% | -5% | 4
Cc1cccc(C)c1NC(=O)CSc1nc2ccccc2c(=O)[nH]1 | 1% | 11% | -2% | -4% | -5% | -5 | -0.1% | ? | -22% | -7% | 4
Cc1ccc(-c2nc3ncccn3c2NC2CCCC2)o1 | 12% | 23% | 13% | -1% | -2% | -3 | 0.0% | 14% | . | -4% | 3
Cc1nn(Cc2ccc(Cl)cc2)c2sc(C(=O)OCC(N)=O)cc12 | -4% | 23% | 1% | 2% | -18% | 3 | -0.6% | ? | -1% | -2% | -1
Cc1ccc(S(=O)(=O)N(Cc2ccccc2F)C(=O)N2CCN(C)CC2)cc1 | 2% | 7% | . | . | 9% | 6 | 0.1% | 3% | . | -4% | .
Fc1ccc(-c2cnc3n2CCCCC3)cc1 | -4% | -21% | 0% | -1% | -1% | 4 | -0.4% | 6% | -2% | -8% | -1
C[C@@H]1CN([C@@H](C)CO)C(=O)c2cccc(NC(=O)c3ccncc3)c2O[C@@H]1CN(C)Cc1ccc(-c2ccccc2)cc1 | -5% | 8% | . | . | 2% | -7 | -0.1% | -3% | . | 0% | .
O=C(Nc1ccc2c(c1)OCO2)NC1(C(F)(F)F)Oc2ccccc2O1 | 0% | -30% | 7% | 3% | -1% | 7 | 0.0% | -2% | 2% | -4% | -21
COc1cc(C2SCC(=O)N2Cc2ccccc2)cc(OC)c1OC (stereo not drawn) | 4% | -15% | . | 5% | -2% | 10 | -0.5% | ? | -21% | 2% | 9
C[C@H]1CN([C@@H](C)CO)C(=O)c2cc(NC(=O)C3CCCCC3)ccc2O[C@H]1CN(C)S(=O)(=O)c1ccccc1 | -5% | 31% | . | . | 11% | 7 | -0.1% | ? | . | -1% | .
CCCOC(=O)C1=C(C)NC2=C(C(=O)C(C(=O)OC)C(C)C2)C1c1ccc(N(C)C)cc1 (stereo not drawn) | 106%[activator] | 3%[7.66 µM] | 6% | 1% | -1% | 3 | 0.0% | ? | . | 0% | -8
Cc1c(C(=O)N(C)Cc2ccccc2)oc2c(Cl)cccc12 | -11% | -7% | -4% | -2% | -3% | -14 | -1.2% | ? | -3% | -7% | -7
CCN(CC)CCNC(=O)CNC(=S)N(CCCN1CCOCC1)Cc1cccs1 | 1% | -15% | -2% | 0% | 2% | 2 | -0.1% | -5% | 10% | -1% | 0
CC(C)Oc1ccc(NC(=O)C2CCCNC2=O)cc1 (stereo not drawn) | 2% | 1% | 6% | 2% | -1% | -6 | 0.3% | 4% | 1% | -6% | -2
CCCC(NC(=O)COc1cc2c(c3oc(=O)c(C)c(C)c13)CCC(C)(C)O2)C(=O)O (stereo not drawn) | 52%[activator] | 2% | . | 1% | 1% | 0 | -0.2% | 6% | -23% | -4% | 4
CCN(CC(=O)Nc1c(F)cccc1F)C(=O)CCCc1nc2ccccc2c(=O)[nH]1 | 1% | -8% | . | . | -1% | -13 | 0.3% | 3% | . | -3% | .
CCc1ccc2[nH]c(=O)c(CN(Cc3ccc(OC)cc3)Cc3nnnn3CCOC)cc2c1 | -4% | -13% | 5% | 2% | 2% | -1 | 0.0% | 6% | -3% | -4% | -74*
Cc1cccc(C(=O)N2CCc3c([nH]c4ccccc34)C2CC(C)C)n1 (stereo not drawn) | -4% | 23% | 3% | 0% | 2% | -3 | -0.3% | -11% | -7% | -1% | -5
CCCCn1c(-c2ccsc2)nc2c1c(=O)[nH]c(=O)n2CCC | 168%[activator] | 8% | 3% | -3% | 3% | -6 | -0.2% | 29% | -14% | -4% | -31*
O=C(NCCCN1CCCC1)c1cc(Sc2ccc(F)cc2)nc2ccccc12 | 0% | -50%[inhibitor] | . | -9% | 2% | 0 | 0.2% | -5% | -19% | -1% | -2
COc1cccc(C2C(C#N)=C(N)Oc3cc(N)ccc32)c1OC (stereo not drawn) | 48%[activator] | -35% | 0% | . | 0% | 12 | -0.9% | -7% | 5% | 1% | 0
CCCCn1c(N)c(N(CCC(C)C)C(=O)Cc2ccc(S(=O)(=O)N3CCOCC3)s2)c(=O)[nH]c1=O | 51%[activator] | 19% | . | . | 1% | -20 | 0.2% | ? | . | 0% | .
CCCCN1C(=N)N([C@@H](CCC)CN2CCC[C@H]2CN2C(N)=NC[C@H]2CC(C)C)C[C@H]1Cc1ccccc1 | 2% | 3% | . | . | 1% | -5 | -0.3% | 0% | . | -2% | .
Cc1ccc(NC(=O)CN(C)CC(=O)Nc2ccccc2C#N)cc1 | -2% | 12% | -11% | 0% | 2% | -8 | -0.1% | -20% | 3% | -1% | -2
Fc1ccccc1CSc1nnc2ccc(-c3ccncc3)nn12 | -6% | 4% | 16% | 1% | 0% | -8 | -0.2% | -11% | 2% | -1% | 2
(list continues)
SMILES | ASM inhibitor | a7 integrin act | PKM2 act | GALK inhibitor | Tb PFK inh | Giardia kill | B2AR arrestin | BCR signal inh | Menin-MLL TR inh | TSG101-PTAP inh | FBPA coupling cs
COc1ccc(Nc2ncnc3sccc23)cc1 | -8% | 20% | -6% | 0% | -2% | -30 | 0.2% | 10% | ? | -1% | -7
O=S1(=O)[C@H]2C[C@@H]3C=C[C@]2(CN1Cc1ccc(C(F)(F)F)cc1)O3 | 5% | -12% | 5% | -2% | 0% | -12 | -0.4% | 1% | . | -4% | 1
CS(=O)(=O)N(CC(=O)Nc1ccc(Br)cc1F)C1CCCCC1 | -5% | 37% | -4%[11.5 µM] | -2% | -7% | -4 | -0.4% | -1% | 4% | 0% | 2
CC(C)(C)n1nnnc1C(c1cccs1)N1CCCC2(CCCCC2)C1 (stereo not drawn) | -14% | -9% | -5% | 1% | -6% | -5 | -0.5% | -5% | -17% | -3% | 0
CCc1nnc(-n2nc(C)cc2-c2ccccc2)n1N | -1% | 11% | -6% | 0% | 0% | -7 | -0.1% | 3% | 0% | -2% | -5
O=c1c2ccccc2ncn1-c1cccc(Br)c1 | 1% | -29% | 0% | -3% | -3% | 4 | -0.3% | 1% | 8% | 0% | -1
COc1cc(C)ccc1OCCOc1c(C)cc(Cl)cc1Cl | 1% | -6% | 3% | 0% | 2% | -13 | -0.8% | ? | 9% | 0% | -1
O=C(N/C(=C/c1ccc(Br)cc1)C(=O)N1CCCC1)c1cccs1 | -2% | 12% | -4% | -1% | -3% | 2 | -1.1% | 11% | -12% | -4% | 0
CC1Cc2ccccc2N1C(=O)CSC1=NCCS1 (stereo not drawn) | 3% | -42% | -2% | 7% | -1% | 3 | -0.1% | ? | -9% | -8% | -2
COCCNC(=O)[C@@H]1CSC2c3ccc(OC)c(OC)c3C(=O)N21 (stereo partly drawn) | 15% | 10% | . | 0% | 1% | -4 | -0.5% | 0% | 5% | -2% | 3
COc1cccc(-c2nc3n(n2)C(c2ccccc2Cl)C(C(N)=O)=C(C)N3)c1 (stereo not drawn) | 7% | 0% | 7% | -3% | 19% | 22 | 0.5% | -9% | 2% | -3% | -2
CCc1nn(CC(=O)NCCCN2CCN(C)CC2)c(=O)c2cc3occc3n12 | 0% | -13% | . | 0% | -7% | -8 | 0.2% | -7% | . | 0% | .
CC(=O)c1ccc(OCCCC(=O)Nc2cccc(S(=O)(=O)N3CCOCC3)c2)cc1 | -2% | -6% | . | . | -9% | 8 | -0.5% | -4% | . | -3% | .
COc1cc(C(=O)OCC(=O)N(CC(C)C)C2CCS(=O)(=O)C2)ccc1OCC(C)C (stereo not drawn) | -5% | 43% | . | . | 0% | 8 | 0.1% | ? | . | -5% | .
CCN(CC(=O)Nc1ccc(OC)cc1)C(=O)CSCC(=O)Nc1ccc(C)cc1 | -2% | 15% | -2% | 5% | 0% | 7 | -1.0% | ? | . | . | .
COc1ccccc1Nc1nc(N)nc(CSCCO)n1 | 0% | 2% | -10% | -1% | -1% | -3 | -0.1% | 9% | 4% | -7% | 0
COc1ccc(NC(=O)N2CCC(n3cnc4ccccc43)CC2)cc1 | 4% | 17% | 2% | 0% | -8% | 24 | -1.8% | -14% | 11% | 0% | 1
CCOC(=O)Cn1c2c(c(=N)c3c1CCC3)CCC2 | 0% | 4% | -14% | 3% | 3% | -2 | 0.0% | 1% | 3% | -3% | -2
Cc1c(NC(=O)c2cc(-c3ccccc3O)on2)c(=O)n(-c2ccccc2)n1C | -1% | 1% | 1% | -2% | -3% | 7 | -0.9% | -10% | . | -6% | 2
